14-3-3g Raf: alters human 14-3-3 gamma binding to Raf peptide | P61981 | FP, 14-3-3gamma / TMR-pS259-Raf peptide binding | inhibition, % at 40 µM | 160,000 tested, 0.19% active | AID 422; in the data active = inhibition above about 30%;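 also: 0% = protein plus tracer without compound and 100% = blank with tracer alone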
Target sequence (P61981 whole entry, looked up): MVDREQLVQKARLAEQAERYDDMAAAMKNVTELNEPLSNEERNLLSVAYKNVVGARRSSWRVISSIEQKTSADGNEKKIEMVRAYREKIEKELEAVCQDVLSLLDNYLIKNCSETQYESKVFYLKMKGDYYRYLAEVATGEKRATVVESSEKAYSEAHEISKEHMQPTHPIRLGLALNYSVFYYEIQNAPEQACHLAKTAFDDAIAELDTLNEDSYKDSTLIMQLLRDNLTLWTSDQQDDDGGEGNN
The depositor's hits bear a star; & = joins results of further samples.

What do the screens show for `COCCCNC(=O)c1sc2ncnc(N3CCOCC3)c2c1C`?
14-3-3g Raf: 5

Results for CCOC(=O)c1sc2ncn(CC(=O)NC3CCCCC3)c(=O)c2c1C ?
14-3-3g Raf: 2

Results for O=C1NC(c2ccc(-c3ccc(Cl)cc3)o2)C(C(=O)c2ccccc2)C(O)(C(F)(F)F)N1 (stereo not drawn) ?
14-3-3g Raf: -22

What do the screens show for `CCCC(=O)Nc1c(C(=O)OCC)[nH]c2ccc(C)cc12`?
14-3-3g Raf: 2

Results for COc1cccc(N2C(=O)C3CCCN3C2c2ccc(N(C)C)cc2)c1 (stereo not drawn) ?
14-3-3g Raf: -14

Results for CCCNC(=O)c1c(N)n(-c2cccc(OC)c2)c2nc3ccccc3nc12 ?
14-3-3g Raf: -4

Results for N#CC1=C(N)Oc2n[nH]c(-c3ccccc3)c2C1c1cccnc1 (stereo not drawn) ?
14-3-3g Raf: -3

Results for Cc1sc2c(c1C)c(=O)n(CCc1ccccc1)c(=O)n2CC(=O)OCc1ccccc1 ?
14-3-3g Raf: -11

What do the screens show for `Cc1csc(NC(=O)CSc2nc(C)nc3c2c(=O)n(C)c(=O)n3C)n1`?
14-3-3g Raf: -6

How did O=C1CCCN(c2cc(C(F)(F)F)cc(C(F)(F)F)c2)N1 do in these assays?
14-3-3g Raf: 1

How did O=C1CSC(c2ccccc2F)N1c1cc(Cl)ccc1O (stereo not drawn) do in these assays?
14-3-3g Raf: -4&1

How did CC1=C/C(=C\c2ccc3c(c2)OCO3)C(=O)S1 do in these assays?
14-3-3g Raf: 0

How did Cc1ccc(N2CCN(S(=O)(=O)c3ccc(F)c(C(=O)Nc4ccc(F)cc4)c3)CC2C)cc1 (stereo not drawn) do in these assays?
14-3-3g Raf: -70

What do the screens show for `CC1CCCC(C)N1C(=O)CSc1nnc(C2CCCCC2)o1` (stereo not drawn)?
14-3-3g Raf: 0

How did CC(C)COC(=O)C(C)Oc1ccc2c(=O)c(Oc3ccccc3Cl)coc2c1 (stereo not drawn) do in these assays?
14-3-3g Raf: -48

What do the screens show for `CCOC(=O)N1CCN(C(=O)c2ccc3c(c2)N(CC)CCS3)CC1`?
14-3-3g Raf: -5

What do the screens show for `C=CCn1c(SCC(=O)Nc2sc(C)c(C)c2C(=O)OCC)nnc1-c1sc(N)nc1C`?
14-3-3g Raf: -4

Results for COc1ccc(C2C(C(=O)Nc3ccc(Br)cc3C)CC(=O)N2c2ccc(OC)cc2)cc1 (stereo not drawn) ?
14-3-3g Raf: -1

How did CCOc1ccccc1NC(=O)CN(c1cc(C(F)(F)F)ccc1Cl)S(C)(=O)=O do in these assays?
14-3-3g Raf: -9

Results for CCC(C)NC(=O)C1(C)CCC(=O)N1Cc1ccc(OC)cc1OC (stereo not drawn) ?
14-3-3g Raf: -8

Results for O=C(CSc1ncn[nH]1)Nc1ccc(Cl)c(Cl)c1 ?
14-3-3g Raf: -3

What do the screens show for `COc1ccccc1N(CC(=O)N1CCC(C)CC1)S(=O)(=O)c1ccc(C)cc1`?
14-3-3g Raf: -6

What do the screens show for `Cc1cc(Oc2ccccc2)nc(-c2ccccc2)n1`?
14-3-3g Raf: -6

How did COc1cc(C(=O)Nc2ccc(Br)cc2)ccc1OCc1cccc(F)c1 do in these assays?
14-3-3g Raf: 0

How did Cc1noc(C)c1S(=O)(=O)N1CCC(C(=O)N2CCN(Cc3ccccc3)CC2)CC1 do in these assays?
14-3-3g Raf: 7

Results for Cc1ccccc1C(=O)N1CCN(c2ccc([N+](=O)[O-])c(NCc3cccnc3)c2)CC1 ?
14-3-3g Raf: -4

Results for COCc1cc(C)nc(NCc2ccc(C)cc2)c1C#N ?
14-3-3g Raf: -5

How did O=C(NCc1ccc(F)cc1)C1C2C=CC3(CN(Cc4ccccc4Cl)C(=O)C13)O2 (stereo not drawn) do in these assays?
14-3-3g Raf: -1

Results for Cc1ccc(C2=NC(c3ccc(C)cc3)NC(c3ccccc3O)C2)cc1 (stereo not drawn) ?
14-3-3g Raf: 5

How did CCOC(=O)C1=C(C)NC(=O)NC1c1cc(C(C)(C)C)c(O)c(C(C)(C)C)c1 (stereo not drawn) do in these assays?
14-3-3g Raf: 3

Results for O=c1oc(-c2ccco2)nc2ccc(Cl)cc12 ?
14-3-3g Raf: -3

What do the screens show for `CCSCCOC(=O)C1=C(C)NC2=C(C(=O)CC(c3cccs3)C2)C1c1ccc2c(c1)OCO2` (stereo not drawn)?
14-3-3g Raf: 2

What do the screens show for `COc1cccc(NS(=O)(=O)c2ccc(OC)c(OC)c2)c1`?
14-3-3g Raf: -7

What do the screens show for `Cc1c(NC(=O)c2cnn3c(C(F)(F)F)cc(-c4ccco4)nc23)c(=O)n(-c2ccccc2)n1C`?
14-3-3g Raf: 1

How did COc1ccc(NC(=O)CN2CCN(C3c4ccccc4-c4ccccc43)CC2)cc1Cl do in these assays?
14-3-3g Raf: -7

What do the screens show for `CCCCCOC(=O)C1=C(C)N(C)C(=O)NC1c1cc(Br)c(O)c(OC)c1` (stereo not drawn)?
14-3-3g Raf: 6

How did Cc1cc2c(cn1)C(=Nc1ccccc1C)c1ccccc1-2 do in these assays?
14-3-3g Raf: -9

How did Cc1cc(-n2c(C)cc(C(=O)CSc3nnc4sc5ccccc5n34)c2C)no1 do in these assays?
14-3-3g Raf: -8

Results for Cc1c(C(=O)N2CCN(c3ccc(F)cc3)CC2)sc2ncn(CC(=O)N3CCOCC3)c(=O)c12 ?
14-3-3g Raf: 5

How did CCSc1nc(=S)n(CC)c(C)c1C(C)=O do in these assays?
14-3-3g Raf: -6

How did COc1cc(C2C3=C(CCCC3=O)Nc3nc(SCc4ccccc4F)nn32)cc(OC)c1OC (stereo not drawn) do in these assays?
14-3-3g Raf: -1

What do the screens show for `Cn1c(SCC(=O)Nc2ccccc2)nnc1-c1cccnc1`?
14-3-3g Raf: -6

What do the screens show for `CN1C(=O)SC(Nc2ccccc2C(=O)O)C1=O` (stereo not drawn)?
14-3-3g Raf: -2

How did COc1ccc(OC)c(S(=O)(=O)N(C)Cc2ccccc2)c1 do in these assays?
14-3-3g Raf: -6

What do the screens show for `CCOC(=O)c1sc(NC(=O)CCn2nnc3ccccc32)c(C(=O)OCC)c1C`?
14-3-3g Raf: -82

What do the screens show for `CC(=O)c1cccc(NC(=O)COc2ccc(Br)cc2C(C)(C)C)c1`?
14-3-3g Raf: -16

How did COCCN1C(=O)c2oc3cc(C)c(C)cc3c(=O)c2C1c1ccc(O)cc1 (stereo not drawn) do in these assays?
14-3-3g Raf: -7

How did CS(=O)(=O)N1CCc2cc(-c3csc(NCC4CCCO4)n3)ccc21 (stereo not drawn) do in these assays?
14-3-3g Raf: -14

Results for Cc1ccc(NC(=O)NC2CCCCC2)cc1Cl ?
14-3-3g Raf: -10

Results for Cc1ccc(N/C(N)=N/c2nc(C)c(C)c(=O)[nH]2)c(C)c1 ?
14-3-3g Raf: 1

How did NC(CCc1nc2ccccc2[nH]1)C(=O)O (stereo not drawn) do in these assays?
14-3-3g Raf: -9

What do the screens show for `CC(=O)NC1(c2cccc(F)c2)CCN(C(=O)Nc2ccc(C#N)cc2)CC1`?
14-3-3g Raf: -5

How did CC(=O)N1N=C(C2=C(c3ccccc3)C3C=C(Br)C=CC3NC2=O)CC1c1ccco1 (stereo not drawn) do in these assays?
14-3-3g Raf: -8

How did C=CCN1C(C(=O)c2ccccc2)=C(OC(=O)c2ccc(Cl)cc2)c2ccccc2S1(=O)=O do in these assays?
14-3-3g Raf: -4

What do the screens show for `Cc1cc(NC(=O)CSc2nnc(C3CC3)n2N)no1`?
14-3-3g Raf: -7

Results for CC1CCc2c(sc3nc(-c4ccccc4)[nH]c(=O)c23)C1 (stereo not drawn) ?
14-3-3g Raf: -7

How did O=C(CCCCCN1C(=O)c2cccc([N+](=O)[O-])c2C1=O)Nc1ccccc1F do in these assays?
14-3-3g Raf: 7

Results for Cn1c2ccccc2c2nnc(SCC(=O)NCc3ccco3)nc21 ?
14-3-3g Raf: -23

What do the screens show for `CN(C)CCNC(=O)C1CC(=O)N(C2CCCCCC2)C1` (stereo not drawn)?
14-3-3g Raf: 7

Results for O=C(c1ccc2c(=O)n(Cc3ccc4c(c3)OCO4)c(=S)[nH]c2c1)N1CCN(c2ccccc2)CC1 ?
14-3-3g Raf: -3

What do the screens show for `CC(COc1cccc2ccccc12)CN1CCN(C)CC1` (stereo not drawn)?
14-3-3g Raf: 1

What do the screens show for `CCOC(=O)/C(C#N)=C1/C=CN(C)C=N1`?
14-3-3g Raf: -3

What do the screens show for `CC1CCN(c2c3c(c(C#N)c4nc5ccccc5n24)CCCC3)CC1`?
14-3-3g Raf: -6

How did COc1cc(C2NC(=O)NC(C)=C2C(=O)OC2CCCCCCC2)ccc1OCc1ccccc1 (stereo not drawn) do in these assays?
14-3-3g Raf: -3

What do the screens show for `O=C(CCNS(=O)(=O)c1cccc2nsnc12)NCc1ccccc1`?
14-3-3g Raf: 5

What do the screens show for `Cc1ccccc1CSc1ncc(C#N)c(N)n1`?
14-3-3g Raf: -6

Results for O=C(Nc1c2c(nn1-c1cccc(Cl)c1)CSC2)C1CCCC1 ?
14-3-3g Raf: -6

How did COC(=O)CSc1nc(N)c(C#N)c(-c2ccco2)c1C#N do in these assays?
14-3-3g Raf: -32

Results for CN1C(=O)C(=O)/C(=C(/O)c2ccc(Cl)cc2)C1c1cccc([N+](=O)[O-])c1 (stereo not drawn) ?
14-3-3g Raf: -7

How did COc1ccc(N2C(=O)CC(N(Cc3ccco3)C(=O)CCC(=O)O)C2=O)cc1 (stereo not drawn) do in these assays?
14-3-3g Raf: 1

Molecules above that have a CF3 group, in the order listed:
Results for O=C1NC(c2ccc(-c3ccc(Cl)cc3)o2)C(C(=O)c2ccccc2)C(O)(C(F)(F)F)N1 (stereo not drawn) ?
14-3-3g Raf: -22

How did O=C1CCCN(c2cc(C(F)(F)F)cc(C(F)(F)F)c2)N1 do in these assays?
14-3-3g Raf: 1

How did CCOc1ccccc1NC(=O)CN(c1cc(C(F)(F)F)ccc1Cl)S(C)(=O)=O do in these assays?
14-3-3g Raf: -9

What do the screens show for `Cc1c(NC(=O)c2cnn3c(C(F)(F)F)cc(-c4ccco4)nc23)c(=O)n(-c2ccccc2)n1C`?
14-3-3g Raf: 1

Continued.
Results for COc1cccc2c1NC(c1ccc([N+](=O)[O-])cc1)C1CC=CC21 (stereo not drawn) ?
14-3-3g Raf: -6

What do the screens show for `O=C1CCCS(=O)(=O)CC1`?
14-3-3g Raf: -20

Results for CC1(C)CC(=O)c2cc(C(=O)Nc3ccc4c(c3)C(=O)NC4=O)c(=O)n(-c3ccccc3)c2C1 ?
14-3-3g Raf: -5

Results for O=C(CN1C(=O)C2CCCCC2C1=O)N1CCN(Cc2ccc3c(c2)OCO3)CC1 (stereo not drawn) ?
14-3-3g Raf: -11

What do the screens show for `O=C(CSc1nnc(CNC(=O)c2ccco2)o1)Nc1cccc(F)c1`?
14-3-3g Raf: 4

Results for CCOc1ccc(-c2cc(C(=O)NCCCN3CCC(C)CC3)c3ccccc3n2)cc1 ?
14-3-3g Raf: -1

How did O=C(c1ccccc1Br)N1CCN(c2ccc([N+](=O)[O-])c(N3CCOCC3)c2)CC1 do in these assays?
14-3-3g Raf: 3

How did Cc1ccn2c(NC(=O)c3ccc([N+](=O)[O-])cc3)c(-c3cccs3)nc2c1 do in these assays?
14-3-3g Raf: -20

How did COc1cc(-c2nc3ccccc3c(=O)n2CC(=O)Nc2cccc(C(F)(F)F)c2)cc(OC)c1OC do in these assays?
14-3-3g Raf: 0

Results for NC(=O)c1ccccc1NC(=O)c1cccc(S(=O)(=O)Nc2ccccc2)c1 ?
14-3-3g Raf: -3

What do the screens show for `CC1(C)CC(=O)C2=C(C1)OC(N)=C(C#N)C2c1cccc(OC(=O)c2ccco2)c1` (stereo not drawn)?
14-3-3g Raf: 2

What do the screens show for `COC(=O)c1nnn(CC(=O)Nc2cc(C(F)(F)F)ccc2Cl)c1C(=O)OC`?
14-3-3g Raf: 3

Results for CCc1cc(=O)oc2c(C)c(O)c(CN(C)C)cc12 ?
14-3-3g Raf: 2

Results for COc1cccc(CN2C(=O)CN(C3CCCCC3)C(=O)C2c2ccc(OC)c(OC)c2)c1 (stereo not drawn) ?
14-3-3g Raf: -12

What do the screens show for `O=C(Oc1cccc2cccnc12)c1ccc2c(c1)-c1ccccc1C2=O`?
14-3-3g Raf: -4

How did CCN(CC)S(=O)(=O)c1cccc(-c2nnc(SCCOc3ccccc3)o2)c1 do in these assays?
14-3-3g Raf: 1

How did O=C1OCC(c2ccccc2)=C1c1ccc(S(=O)(=O)N2CCOCC2)s1 do in these assays?
14-3-3g Raf: -11

What do the screens show for `N#Cc1nc(-c2ccco2)oc1NCCCN1CCOCC1`?
14-3-3g Raf: -10

Results for Cc1ccc(S(=O)(=O)c2c(C)nn(C(C)(C)C)c2OC(=O)c2ccc3c(c2)OCO3)cc1 ?
14-3-3g Raf: 6

How did CN1C(=O)c2cccc(NC(=O)CCc3ccccc3)c2C1=O do in these assays?
14-3-3g Raf: -3

How did CCOC(=O)c1c(NC(=O)COc2ccc(C(C)(C)C)cc2)sc2c1CCCC2 do in these assays?
14-3-3g Raf: -15

How did Cc1ccc(/C(C#N)=C\c2cn(C)c3ccccc23)cc1 do in these assays?
14-3-3g Raf: 4

How did Cc1cccn2c(=O)c3cc(C(=O)N4CCCc5ccccc54)sc3nc12 do in these assays?
14-3-3g Raf: -5

Compounds above that contain an NH in an aromatic ring, in the order listed:
What do the screens show for `CCCC(=O)Nc1c(C(=O)OCC)[nH]c2ccc(C)cc12`?
14-3-3g Raf: 2

Results for N#CC1=C(N)Oc2n[nH]c(-c3ccccc3)c2C1c1cccnc1 (stereo not drawn) ?
14-3-3g Raf: -3

Results for O=C(CSc1ncn[nH]1)Nc1ccc(Cl)c(Cl)c1 ?
14-3-3g Raf: -3

Results for Cc1ccc(N/C(N)=N/c2nc(C)c(C)c(=O)[nH]2)c(C)c1 ?
14-3-3g Raf: 1

How did NC(CCc1nc2ccccc2[nH]1)C(=O)O (stereo not drawn) do in these assays?
14-3-3g Raf: -9

Results for CC1CCc2c(sc3nc(-c4ccccc4)[nH]c(=O)c23)C1 (stereo not drawn) ?
14-3-3g Raf: -7

Results for O=C(c1ccc2c(=O)n(Cc3ccc4c(c3)OCO4)c(=S)[nH]c2c1)N1CCN(c2ccccc2)CC1 ?
14-3-3g Raf: -3

Assay outcomes deposited in PubChem by Emory University Molecular Libraries Screening Center.

An excerpt, so the mix of outcomes need not match the whole.
